Source: PubChem BioAssay (Sanford-Burnham Center for Chemical Genomics)
beta cell repl – MIN6 beta-cell proliferation induction. AID 2380. proliferation, % at 10 µM. actives 0.29% (n = 330,000). MIN6 cells proliferation, ATPlite luminescence, 48 h; cells starved in 0.2% serum; 100% = growth in 10% serum;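 active means compounds whose signal lies at least 3.5 SD above the mean of all wells on their plate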;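 further: 0% = DMSO-treated cells in low-serum medium and 100% = 10% serum control; some compounds called inactive have numbers as strong as hits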
APOBEC3G inh – APOBEC3G (human) deaminase inhibition | Q9HC16 | inhibition, % at 20 µM | recombinant A3G, ssDNA deamination FAM/TAMRA fluorescence | actives 0.28% (n = 330,000);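 active means inhibition of at least 40% at 20 µM, with no more than 30% in the related APOBEC3A deaminase screen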;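 further: plate controls were DMSO wells with A3G for no effect and wells lacking A3G enzyme for full effect; some compounds called inactive have numbers as strong as hits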
Target sequence (Q9HC16 whole entry, looked up): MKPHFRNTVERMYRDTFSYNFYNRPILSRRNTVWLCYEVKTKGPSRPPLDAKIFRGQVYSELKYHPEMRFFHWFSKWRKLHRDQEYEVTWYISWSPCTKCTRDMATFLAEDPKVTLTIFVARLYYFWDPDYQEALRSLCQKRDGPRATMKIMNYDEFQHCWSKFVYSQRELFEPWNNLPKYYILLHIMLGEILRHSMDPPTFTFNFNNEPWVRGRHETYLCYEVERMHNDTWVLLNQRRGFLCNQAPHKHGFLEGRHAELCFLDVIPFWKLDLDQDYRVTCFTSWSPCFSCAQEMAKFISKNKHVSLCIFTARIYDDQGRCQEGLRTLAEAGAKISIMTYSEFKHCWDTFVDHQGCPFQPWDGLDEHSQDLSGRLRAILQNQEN
A3A deaminase – human APOBEC3A DNA deaminase inhibition | P31941 | recombinant A3A, FAM/TAMRA ssDNA deamination fluorescence | actives 0.41% (n = 330,000) | inhibition, % at 20 µM;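 active means at least 40% inhibition at 20 µM here, with at most 30% in a related deaminase screen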;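 further: plate controls were A3A with DMSO for no effect and wells lacking A3A enzyme for full effect; some results filed as inactive read as strong as hits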
Target sequence (P31941 whole entry, looked up): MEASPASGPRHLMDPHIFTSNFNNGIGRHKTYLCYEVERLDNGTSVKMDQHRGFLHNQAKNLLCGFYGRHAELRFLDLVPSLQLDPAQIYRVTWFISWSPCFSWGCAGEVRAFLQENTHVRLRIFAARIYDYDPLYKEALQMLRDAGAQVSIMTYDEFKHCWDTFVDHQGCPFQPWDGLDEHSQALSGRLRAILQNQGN
hIAP inh – human IAP inhibition. actives 0.12% (n = 330,000). inhibition, % at 10 µM. AID 2544. P09923. purified IAP, CDP-Star luminescence, 30 min;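 active means inhibition reaching a set limit with compound at 10 µM in the primary screen, cut at about 35% in these data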;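 further: plate controls were DMSO wells with enzyme for no effect and no-enzyme buffer wells for full effect; values of inactives mirror those of a sister screen read the other way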
mIAP activ – mouse IAP activation; activation factor at 10 µM; AID 2805; actives 0.24% (n = 330,000); muIAP, CDP-Star luminescence, 30 min; active compounds read high; 1 = vehicle-only enzyme signal, 0 = enzyme-free wells;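 active means activation factor of at least 2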; further: the source names both 10 and 20 µM as test concentration; values of inactives mirror those of a sister screen read the other way
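System: Mouse IAP enzyme | Also added: CDP-Star substrate | Dosing: Compounds dispensed in DMSO | Schedule: 30 min enzyme-substrate-compound incubation at room temperature | Technique: Chemiluminescence readout | Control set: DMSO-only wells and no-enzyme negative control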
mIAP inh – blocks mouse intestinal alkaline phosphatase. purified mouse IAP, CDP-Star luminescence, 30 min. actives 0.2% (n = 330,000). inhibition, % at 10 µM. AID 2806;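 active means inhibition of at least 40% at 10 µM in the primary screen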;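 further: plate controls were DMSO with enzyme for no effect and no enzyme wells for full effect; values of inactives mirror those of a sister screen read the other way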
ATG4B inh – ATG4B (human) cysteine protease inhibition | ATG4B cleavage of LC3-PLA2, NBD-HPC fluorescence, 1 h | inhibition, % at 8.33 µM | AID 504462 | actives 0.51% (n = 340,000) | Q9Y4P1; in the data active means inhibition above about 40%
Target sequence (Q9Y4P1 whole entry, looked up): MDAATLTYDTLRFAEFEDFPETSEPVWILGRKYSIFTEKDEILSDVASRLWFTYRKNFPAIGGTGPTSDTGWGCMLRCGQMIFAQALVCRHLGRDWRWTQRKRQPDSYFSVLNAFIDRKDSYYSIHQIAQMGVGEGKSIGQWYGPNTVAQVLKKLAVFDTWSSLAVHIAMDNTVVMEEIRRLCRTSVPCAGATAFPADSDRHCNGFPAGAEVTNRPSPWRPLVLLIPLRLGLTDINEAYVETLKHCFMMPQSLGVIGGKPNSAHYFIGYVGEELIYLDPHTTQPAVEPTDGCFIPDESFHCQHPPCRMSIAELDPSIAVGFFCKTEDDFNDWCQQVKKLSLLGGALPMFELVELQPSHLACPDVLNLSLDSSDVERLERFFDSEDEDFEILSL
hIAP activ – increases human intestinal alkaline phosphatase activity; activation factor at 10 µM; actives 0.16% (n = 330,000); purified human IAP, CDP-Star luminescence, 30 min; active compounds read high; 1 = vehicle-only enzyme, 0 = enzyme-free background; P09923;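 active means activation factor of the enzyme at least 2-fold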; further: the source names both 10 and 20 µM as test concentration; values of inactives mirror those of a sister screen read the other way
MPTP block – inhibitors of mitochondrial permeability transition pore | actives 1.4% (n = 360,000) | inhibition, % at 10 µM | isolated mouse mitochondria, Ca2+ swelling absorbance, 30 min | AID 602449;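 active means inhibition of 50% or more, scaled per plate between neutral and stimulator controls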;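 further: 0% = DMSO wells given calcium and 100% = 1 mM EGTA wells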
* hit, by the source's call. Hits appear at their usual frequency (roughly 3.3% active in at least one column).

SMILES	beta cell repl	APOBEC3G inh	A3A deaminase	hIAP inh	mIAP activ	mIAP inh	ATG4B inh	hIAP activ	MPTP block
CCC(C(=O)OCC(=O)N(CCOC)c1c(N)n(Cc2ccccc2)c(=O)[nH]c1=O)c1ccccc1 (centres undefined)	-1	-6	-3	-3	0.92	8	10	1	-1.1
CN(Cc1cccnc1)Cc1cn(C)nc1-c1ccc(Oc2ccccc2)cc1	4	-7	3	5	0.99	1	3	0.95	-3.8
CCc1nc(C)cn1S(=O)(=O)c1cc([N+](=O)[O-])ccc1Cl	-4	-2	0	-13	0.95	5	-6	1.1	-0.6
COc1ccc2c(C)cc(=O)[nH]c2c1	-2	-8	-6	-10	1.1	-6	-6	1.1	-0.2
Cc1ccc(NC(=O)CCn2c(=S)oc3ccccc32)cc1	-1	-4	0	-14	0.94	6	11	1.1	0.5
COc1ccc(N(CC(=O)NCc2ccccc2OC)S(=O)(=O)c2ccc(C)cc2)cc1Cl	-5	-6	0	4	1.1	-6	5	0.96	-1.5
CC(C)N1CCN(Cc2cc(F)ccc2-n2cccn2)CC1CCO (centres undefined)	0	-6	-2	-24	1.1	-6	-9	1.2	-0.4
CC(=O)Nc1ccc(NC(=O)CC2Nc3cccc4cccc(c34)NC2=O)cc1 (centres undefined)	-3	36	21	-1	0.76	24	-17	1	-2.3
Cc1ccc(S(=O)(=O)NNC(=O)C2CCN(S(=O)(=O)c3ccc(C)cc3)CC2)cc1	0	-5	-4	4	0.94	6	-18	0.96	-1.0
O=C(NO)c1ccccc1C(F)(F)F	0	-6	-2	-15	1	-2	12	1.2	-0.8
COC(=O)CN1C(=O)[C@@H]2[C@H](C1=O)[C@@H]1CC(C(=O)OC)=C[C@@H](C(=O)OC)[C@@H]3C1=C(C(=O)[C@]3(C)NC(=O)c1ccccc1)[C@@H]2C	-2	-11	0	1	1	-4	5	0.99	0.1
Cc1nc2c(Cl)cc(Cl)cc2[nH]1	-3	-4	-2	2	0.95	5	1	0.98	-2.2
COc1cccc(CC(=O)NC2CCCN(Cc3ccccc3F)C2)c1 (centres undefined)	1	-8	-5	-4	0.99	1	4	1	1.6
CCCC(=O)Nc1nc(C)c(C(C)=O)s1	-3	-3	4	-4	1	-1	7	1	-0.7
COc1ccccc1CNC(=O)c1sccc1C	0	-8	-2	0	0.91	10	0	1	-1.0
OC1CCN(Cc2cccc3ccccc23)CC1	-2	-8	-5	-1	0.96	4	3	1	0.8
Cc1ccccc1CC(=O)NCc1cccnc1	-2	1	-4	10	1	-4	6	0.9	0.4
O=C(CCc1ccccc1)N=C1SC2CS(=O)(=O)CC2N1c1ccc(F)cc1 (centres undefined)	1	-5	-1	18	1	0	4	0.82	-1.0
CC1Cc2ccccc2N1C(=O)Cn1nc(C(=O)O)c2ccccc2c1=O (centres undefined)	-1	-5	-1	0	1	0	-14	1	0.0
CCCCC(=O)Nc1cccc(-c2cn3ccccc3n2)c1	-2	-2	1	16	0.97	3	12	0.84	-0.4
O=C(CSCCc1ccccn1)Nc1cccnc1Cl	-2	2	3	-94	0.99	1	7	1.9	-2.8
CC(C)CC(=O)NC(=S)Nc1nc(-c2ccc(Cl)cc2)cs1	-3	-8	-9	-2	0.86	14	15	1	5.9
Oc1cc(NCc2ccc(Cl)cc2)cc2cccnc12	-3	-9	-3	4	0.94	6	-9	0.96	-2.9
CCN(CC)CCN(C(=O)/C=C/c1cccs1)c1nc2ccc(Cl)cc2s1	-3	-3	-3	-7	0.96	4	1	1.1	5.0
COC(CNC(=O)c1ccc(N2CCC3(CC2)OCCO3)c([N+](=O)[O-])c1)OC	0	-2	2	13	0.96	4	-4	0.87	-0.1

Given with bars between the fields: entries from further up
canonical_smiles | beta cell repl | APOBEC3G inh | A3A deaminase | hIAP inh | mIAP activ | mIAP inh | ATG4B inh | hIAP activ | MPTP block
CCCC(=O)Nc1nc(C)c(C(C)=O)s1 | -3 | -3 | 4 | -4 | 1 | -1 | 7 | 1 | -0.7
COc1ccccc1CNC(=O)c1sccc1C | 0 | -8 | -2 | 0 | 0.91 | 10 | 0 | 1 | -1.0
OC1CCN(Cc2cccc3ccccc23)CC1 | -2 | -8 | -5 | -1 | 0.96 | 4 | 3 | 1 | 0.8
Cc1ccccc1CC(=O)NCc1cccnc1 | -2 | 1 | -4 | 10 | 1 | -4 | 6 | 0.9 | 0.4
O=C(CCc1ccccc1)N=C1SC2CS(=O)(=O)CC2N1c1ccc(F)cc1 (centres undefined) | 1 | -5 | -1 | 18 | 1 | 0 | 4 | 0.82 | -1.0
CC1Cc2ccccc2N1C(=O)Cn1nc(C(=O)O)c2ccccc2c1=O (centres undefined) | -1 | -5 | -1 | 0 | 1 | 0 | -14 | 1 | 0.0
CCCCC(=O)Nc1cccc(-c2cn3ccccc3n2)c1 | -2 | -2 | 1 | 16 | 0.97 | 3 | 12 | 0.84 | -0.4
O=C(CSCCc1ccccn1)Nc1cccnc1Cl | -2 | 2 | 3 | -94 | 0.99 | 1 | 7 | 1.9 | -2.8
CC(C)CC(=O)NC(=S)Nc1nc(-c2ccc(Cl)cc2)cs1 | -3 | -8 | -9 | -2 | 0.86 | 14 | 15 | 1 | 5.9
Oc1cc(NCc2ccc(Cl)cc2)cc2cccnc12 | -3 | -9 | -3 | 4 | 0.94 | 6 | -9 | 0.96 | -2.9
CCN(CC)CCN(C(=O)/C=C/c1cccs1)c1nc2ccc(Cl)cc2s1 | -3 | -3 | -3 | -7 | 0.96 | 4 | 1 | 1.1 | 5.0
COC(CNC(=O)c1ccc(N2CCC3(CC2)OCCO3)c([N+](=O)[O-])c1)OC | 0 | -2 | 2 | 13 | 0.96 | 4 | -4 | 0.87 | -0.1

Continuation:
SMILES	beta cell repl	APOBEC3G inh	A3A deaminase	hIAP inh	mIAP activ	mIAP inh	ATG4B inh	hIAP activ	MPTP block
O=C(NCc1cccnc1)c1nc(-c2cccs2)no1	-3	-7	3	-6	0.88	12	6	1.1	-0.9
COc1ccccc1-n1cnnc1SCC(=O)c1cc(C)n(Cc2cccs2)c1C	-2	0	-1	10	1.1	-6	-5	0.9	7.3
CC(C)NCC(O)Cn1c2c(c3ccccc31)CCc1c-2cnn1-c1ccccc1 (centres undefined)	-4	6	-4	-21	1	-3	7	1.2	87*
COc1ccc(C(=O)NCc2ccccc2OC)c(OC)c1	3	6	5	-4	1.1	-12	5	1	2.3
CC1CN(C(=O)c2ccc(NS(=O)(=O)c3cccc(Cl)c3)cc2)CC(C)O1 (centres undefined)	1	2	4	-7	0.98	2	-3	1.1	0.2
COc1cccc(NC(=O)CCc2nc(-c3cccs3)no2)c1	-2	-5	-4	28	0.97	3	-3	0.72	-0.2
Cc1ccc(C(=O)NC2CCN(CC(=O)Nc3ccccc3Cl)CC2)cc1	-3	-5	-3	10	0.99	1	3	0.91	0.3
COc1ccc(C(C(=O)NC2CCCC2)N(Cc2cccs2)C(=O)c2ccn[nH]2)cc1OC (centres undefined)	0	-11	-5	-41	1.3	-29	6	1.4	-0.4
COc1ccc(C(=O)/C=C/C(=O)N(CC(=O)NC2CCCCC2)Cc2cccs2)c(O)c1	-6	-8	1	9	0.95	5	-2	0.91	-6.9
CCN1C(=O)c2cccc3c(NC(=O)c4ccc(OC)c(OC)c4)ccc1c23	-2	-8	-3	0	1.1	-9	-13	1	-0.8
CCCCC(=O)N=c1sc2cc([N+](=O)[O-])ccc2n1C	-3	-5	0	6	0.87	13	-3	0.94	0.2
CC1(c2ccc3c(c2)OCCCO3)NC(=O)N(CC(=O)Nc2cccc(C#N)c2)C1=O (centres undefined)	2	8	3	-19	1	0	-5	1.2	1.5
O=C(NCc1ccc(C(F)(F)F)cc1)C1CC(c2ccc(C(F)(F)F)cc2)=NO1 (centres undefined)	-6	-5	-1	-15	0.92	8	-8	1.2	27
O=C(O)c1ccc(NC(=O)c2cn(-c3ccccc3)nc2-c2cccc(Cl)c2)cc1	-3	-6	-5	2	1	0	10	0.98	0.1
O=C(CN1CCCC1)NC(=O)NC1CCCC1	-2	-7	-1	-13	1	-3	-7	1.1	0.0
Cc1ccc(N(CC(=O)Nc2cc(C)cc(C)c2)S(=O)(=O)c2c(C)noc2C)cc1	-4	1	5	-16	1.8	-83	12	1.2	2.1
CCCCn1c(N)c(N(CCC(C)C)C(=O)c2cccc(-n3cnnn3)c2)c(=O)[nH]c1=O	-1	-9	-2	-2	1.1	-5	-13	1	2.2
Cc1ccc(SCC(=O)Nc2ccc3c(c2)C(=O)NC3=O)cc1	-3	-3	-1	-1	0.99	1	-2	1	-0.2
CCOC(=O)C1CCN(C(=O)Cc2cccc3ccccc23)CC1	0	6	40*	8	0.96	4	-3	0.92	-3.5
O=C(Nc1ccc(O)c2c(=O)cc(-c3ccccc3Cl)oc12)c1ccccc1Cl	1	-4	3	4	1	-2	-3	0.96	-1.1
COc1ccc(CCCC(=O)NCCc2ccccc2)c(C)c1	-2	6	41*	-16	1	-2	3	1.2	2.9
CCOc1ccc(/C=N/NC(=O)Cc2csc(Nc3cccc(C(F)(F)F)c3)n2)cc1	-5	-4	0	-7	1	-2	-2	1.1	1.6
Cc1ccc(S(=O)(=O)N2CCN(CC(=O)N(CC(C)C)c3c(N)n(CC(C)C)c(=O)[nH]c3=O)CC2)c(C)c1	0	1	9	-18	1.1	-7	-19	1.2	1.6
CN(C)C(=O)c1cc(C(=O)c2ccc(C(F)(F)F)cc2)c[nH]1	-6	-8	0	1	1	-4	2	0.99	0.7
O=C1CSC(c2ccccc2)N1CCc1ccccc1 (centres undefined)	7.5*	-4	2	-11	0.93	7	-1	1.1	-0.2

Additional structures
SMILES	beta cell repl	APOBEC3G inh	A3A deaminase	hIAP inh	mIAP activ	mIAP inh	ATG4B inh	hIAP activ	MPTP block
Cc1cccc(Nc2nnc(SCC(=O)Nc3ccccc3[N+](=O)[O-])s2)c1	0	-8	-4	-8	0.89	11	21	1.1	-6.6
C=CC[n+]1c(-c2ccc(OC)c(OC)c2)csc1NNC(=O)Nc1ccccc1	-2	-9	-4	15	0.94	6	6	0.85	64*
NS(=O)(=O)c1ccc(NC(=S)Nc2nn(Cc3ccc(Cl)cc3Cl)cc2Cl)cc1	-2	2	3	-9	0.87	13	-12	1.1	-1.0
COc1ccccc1NC(=O)Nc1nnc(CC(=O)Nc2cccc(C)c2)s1	-2	1	7	-9	0.99	1	-2	1.1	1.7
O=C(c1ccc([N+](=O)[O-])cc1)N1CCN(C(=O)C2CCCCC2)CC1	5	-7	0	-17	1.1	-6	-10	1.2	0.1
Cn1c(NNC(=O)C2CCCCC2)cc(=O)n(C)c1=O	1	-4	0	9	0.94	6	2	0.91	-3.7
Cc1ccc(N2C(=O)C(Cc3ccc(O)cc3)NC2=S)cc1C (centres undefined)	0	-4	-1	-2	0.97	3	5	1	-0.3
CCC1(C)Cc2ccccc2-c2nc(SC)[nH]c(=O)c21 (centres undefined)	-4	-8	2	18	1	0	-9	0.82	1.1
